NCI-60 one-dose screen, 48 h, at 10 µM unless noted. Numbers give growth in % (100 = growth as untreated, 0 = no growth, -100 = all killed).
NCI/ADR-RES: NCI/ADR-RES ovarian cells; hit rate 4.4% among 81,000
OVCAR-3: OVCAR-3 ovarian cancer. AID 1794787. hit rate 7% among 79,000
NCI-H460: NCI-H460 lung cancer. hit rate 6.8% among 82,000. AID 1794736
OVCAR-8: OVCAR-8 ovarian cancer | AID 1794782 | hit rate 4.4% among 81,000
OVCAR-5: OVCAR-5 ovarian cancer. AID 1794783. hit rate 2.9% among 82,000
NCI-H322M: NCI-H322M lung cancer. AID 1794733. hit rate 2.7% among 80,000
NCI-H23: NCI-H23 lung cancer; hit rate 4% among 80,000
NCI-H226: NCI-H226 lung cancer. hit rate 3.5% among 79,000
NCI-H522: NCI-H522 lung cancer | hit rate 8% among 78,000
* hit, by the source's call; & = joins results of further samples; [ ] = remark or other dose. How the source made its calls: active means growth percent below 10; inactive means the rest.

`NC(N)=Nc1ccccc1` (tested in a mixture with another compound) gave NCI/ADR-RES 110, OVCAR-3 104, NCI-H460 118, OVCAR-8 106, OVCAR-5 109, NCI-H322M 116, NCI-H23 104, NCI-H226 113 and NCI-H522 107.
OCCN1CCN(c2ccc(Cl)cc2)CC1 was read as NCI/ADR-RES 116, OVCAR-3 104, NCI-H460 103, OVCAR-8 103, OVCAR-5 101, NCI-H322M 112, NCI-H23 108, NCI-H226 96 and NCI-H522 104.
Screening OC(c1c(Cl)cccc1Cl)C1CCCCN1 (configuration not stated) returned NCI/ADR-RES 96, OVCAR-3 109, NCI-H460 102, OVCAR-8 103, OVCAR-5 98, NCI-H322M 104, NCI-H23 114, NCI-H226 94 and NCI-H522 103.
Screening O=C(O)C1C2c3ccccc3C(c3ccccc32)C1C(=O)O (configuration not stated) returned NCI/ADR-RES 98, OVCAR-3 101, NCI-H460 83, OVCAR-8 103, OVCAR-5 94, NCI-H322M 96, NCI-H23 101, NCI-H226 104 and NCI-H522 80.
Screening O=C(NC(=S)N1CC1)c1ccccc1 returned NCI/ADR-RES 106, OVCAR-3 120, NCI-H460 112, OVCAR-8 110, OVCAR-5 102, NCI-H322M 96, NCI-H23 100, NCI-H226 96 and NCI-H522 86.
`CN1C2c3ccccc3C3C4c5ccccc5C(C31)C(C2[N+](=O)[O-])N4C` (configuration not stated) gave NCI/ADR-RES 104, OVCAR-3 102, NCI-H460 112, OVCAR-8 104, OVCAR-5 106, NCI-H322M 103, NCI-H23 106, NCI-H226 103 and NCI-H522 83.
O=CN1N=C(c2ccc(F)cc2)CC1c1sc(N(CCCl)CCCl)nc1Cl (configuration not stated) was read as NCI/ADR-RES 98, OVCAR-3 93, NCI-H460 100, OVCAR-8 94, OVCAR-5 97, NCI-H322M 80, NCI-H23 92, NCI-H226 87 and NCI-H522 71.
Screening O=NNc1ccccn1 returned NCI/ADR-RES 75, OVCAR-3 112, NCI-H460 42, OVCAR-8 80, OVCAR-5 68, NCI-H322M 126, NCI-H23 79, NCI-H226 91 and NCI-H522 64.
For C/C=C(\CC)C(=O)NC(N)=O the results were NCI/ADR-RES 113&112, OVCAR-3 113&96, NCI-H460 109&107, OVCAR-8 100&99, OVCAR-5 107&126, NCI-H322M 109&105, NCI-H23 111&109, NCI-H226 105&111 and NCI-H522 103&105.
Screening C=CCN(CC=C)N=O returned NCI/ADR-RES 103, OVCAR-3 114, NCI-H460 122, OVCAR-8 109, OVCAR-5 102, NCI-H322M 106, NCI-H23 103, NCI-H226 103 and NCI-H522 93.

Random excerpt: four records from the list
Screening C=CCN(CC=C)N=O returned NCI/ADR-RES 103, OVCAR-3 114, NCI-H460 122, OVCAR-8 109, OVCAR-5 102, NCI-H322M 106, NCI-H23 103, NCI-H226 103 and NCI-H522 93.
Screening O=NNc1ccccn1 returned NCI/ADR-RES 75, OVCAR-3 112, NCI-H460 42, OVCAR-8 80, OVCAR-5 68, NCI-H322M 126, NCI-H23 79, NCI-H226 91 and NCI-H522 64.
OCCN1CCN(c2ccc(Cl)cc2)CC1 was read as NCI/ADR-RES 116, OVCAR-3 104, NCI-H460 103, OVCAR-8 103, OVCAR-5 101, NCI-H322M 112, NCI-H23 108, NCI-H226 96 and NCI-H522 104.
Screening OC(c1c(Cl)cccc1Cl)C1CCCCN1 (configuration not stated) returned NCI/ADR-RES 96, OVCAR-3 109, NCI-H460 102, OVCAR-8 103, OVCAR-5 98, NCI-H322M 104, NCI-H23 114, NCI-H226 94 and NCI-H522 103.

The list goes on:
For O=Cc1ccc(C(Cl)(Cl)Cl)nc1 the results were NCI/ADR-RES 106, OVCAR-3 111, NCI-H460 106, OVCAR-8 96, OVCAR-5 99, NCI-H322M 107, NCI-H23 99, NCI-H226 111 and NCI-H522 98.
`COc1ccc2nc(Cl)c(/C=C(\C#N)C(=O)c3cn(Cc4ccccc4)c4ccccc34)cc2c1` gave NCI/ADR-RES 103, OVCAR-3 112, NCI-H460 109, OVCAR-8 108, OVCAR-5 97, NCI-H322M 102, NCI-H23 102, NCI-H226 101 and NCI-H522 95.
For C=CCc1cc2c(cc1OC)OCO2 the results were NCI/ADR-RES 98, OVCAR-3 110, NCI-H460 109, OVCAR-8 108, NCI-H322M 99, NCI-H23 90, NCI-H226 104 and NCI-H522 102.
For CC[C@H](C)[C@H](NC(=O)[C@H]1CCCCN1C)C(=O)N(C)[C@H](CCc1nc(C(=O)N[C@@H](Cc2ccccc2)C[C@H](C)C(=O)O)cs1)C(C)C the results were NCI/ADR-RES 73, OVCAR-3 -4.7*, NCI-H460 8.8*, OVCAR-8 16, OVCAR-5 47, NCI-H322M 50, NCI-H23 30, NCI-H226 31 and NCI-H522 -7.0*.
Screening Cc1ccc(Nc2[nH]c(=S)nc3[se]c4c(c23)CCCCC4)cc1 returned NCI/ADR-RES 106, OVCAR-3 113, NCI-H460 99, OVCAR-8 104, OVCAR-5 114, NCI-H322M 105, NCI-H23 98, NCI-H226 91 and NCI-H522 91.
`CC/C(=C(\CC)c1ccc(OC(=O)Cc2ccc(N(CCCl)CCCl)cc2)cc1)c1ccc(OC(=O)Cc2ccc(N(CCCl)CCCl)cc2)cc1` gave NCI/ADR-RES 102, OVCAR-3 109, NCI-H460 117, OVCAR-8 97, OVCAR-5 108, NCI-H322M 108, NCI-H23 97, NCI-H226 103 and NCI-H522 78.
`O=[N+]([O-])c1ccc2c(c1)Cc1cc(O)ccc1-2` gave NCI/ADR-RES 87, OVCAR-3 93, NCI-H460 85, OVCAR-8 91, OVCAR-5 108, NCI-H322M 84, NCI-H23 84, NCI-H226 90 and NCI-H522 65.
NC(N)=N/N=C/C=N/N=C(N)N was read as NCI/ADR-RES 97, OVCAR-3 117, NCI-H460 104, OVCAR-8 111, OVCAR-5 90, NCI-H322M 127, NCI-H23 101, NCI-H226 99 and NCI-H522 95.
CCC(C)C(=O)OC1C(O)C2C(CN3CC(C)CCC3C2(C)O)C2CC34OC5(O)C(OC(=O)C(C)(O)C(C)O)CCC3(C)C5C(OC(C)=O)C(OC(C)=O)C4C21O (configuration not stated) (tested in a mixture with another compound) was read as NCI/ADR-RES 97, OVCAR-3 94, NCI-H460 107, OVCAR-8 112, OVCAR-5 98, NCI-H322M 86, NCI-H23 96, NCI-H226 93 and NCI-H522 87.
COc1cccc2c1c(C(=O)C(=O)Nc1ccsc1C(=O)O)cn2Cc1ccc(F)cc1 was read as NCI/ADR-RES 101, OVCAR-3 124, NCI-H460 114, OVCAR-8 96, OVCAR-5 93, NCI-H322M 99, NCI-H23 101, NCI-H226 92 and NCI-H522 83.
`CC(C)(C)C1COC(=O)C1` (configuration not stated) gave NCI/ADR-RES 112, OVCAR-3 114, NCI-H460 102, OVCAR-8 107, OVCAR-5 99, NCI-H322M 90, NCI-H23 112, NCI-H226 95 and NCI-H522 93.
Screening C[C@]12CCc3sc(Nc4ccc(F)cc4)nc3C1=CC[C@@H]1[C@@H]2CC[C@]2(C)C(=O)CC[C@@H]12 returned NCI/ADR-RES 80, OVCAR-3 24, NCI-H460 70, OVCAR-8 68, OVCAR-5 100, NCI-H322M 82, NCI-H23 73, NCI-H226 87 and NCI-H522 62.
For Cc1ccc(NC(=O)Oc2ccccc2)cc1S(=O)(=O)F the results were NCI/ADR-RES 108, OVCAR-3 106, NCI-H460 106, OVCAR-8 100, OVCAR-5 105, NCI-H322M 96, NCI-H23 104, NCI-H226 95 and NCI-H522 86.
Nc1nc(=S)[nH][nH]1 was read as NCI/ADR-RES 91, OVCAR-3 111, NCI-H460 107, OVCAR-8 101, OVCAR-5 69, NCI-H322M 95, NCI-H23 89, NCI-H226 99 and NCI-H522 81.
`O=C(CCl)Nc1ccccc1` gave NCI/ADR-RES 108, OVCAR-3 113, NCI-H460 103, OVCAR-8 102, OVCAR-5 109, NCI-H322M 97, NCI-H23 100, NCI-H226 97 and NCI-H522 102.
CC(=O)OC1CCC2(C)C(CC(=O)C3C2CCC2(C)C(OC(C)=O)CCC32)C1 (configuration not stated) was read as NCI/ADR-RES 101, OVCAR-3 102, NCI-H460 102, OVCAR-8 108, OVCAR-5 101, NCI-H322M 108, NCI-H23 96, NCI-H226 131 and NCI-H522 95.
`CCC(CC)(C[N+](=O)[O-])C[N+](=O)[O-]` gave NCI/ADR-RES 102, OVCAR-3 107, NCI-H460 104, OVCAR-8 95, OVCAR-5 90, NCI-H322M 92, NCI-H23 103, NCI-H226 103 and NCI-H522 94.
CCCN(CC(=O)O)N=O was read as NCI/ADR-RES 105, OVCAR-3 105, NCI-H460 109, OVCAR-8 132, OVCAR-5 98, NCI-H322M 118, NCI-H23 105, NCI-H226 107 and NCI-H522 95.
Screening O=c1c2ccccc2[nH]c(=S)n1-c1cccc(Cl)c1 returned NCI/ADR-RES 91, OVCAR-3 143, NCI-H460 99, OVCAR-8 95, OVCAR-5 90, NCI-H322M 104, NCI-H23 93, NCI-H226 96 and NCI-H522 92.
Cn1c(=O)oc(=O)c2ccccc21 was read as NCI/ADR-RES 108, OVCAR-3 108, NCI-H460 118, OVCAR-8 104, OVCAR-5 112, NCI-H322M 97, NCI-H23 105, NCI-H226 103 and NCI-H522 101.
For CC1CCN(C(Cc2ccccc2Cl)c2ccccc2)CC1 (configuration not stated) the results were NCI/ADR-RES 85, OVCAR-3 83, NCI-H460 96, OVCAR-8 104, OVCAR-5 73, NCI-H322M 99, NCI-H23 84, NCI-H226 92 and NCI-H522 87.
For COC(=O)[C@@H](C[C@H](Cc1ccccc1)NC(=O)c1csc([C@@H](C[C@H](C(C)C)N(C)C(=O)[C@@H](NC(=O)[C@H]2CCCCN2C)C(C)C)OC(C)=O)n1)NC(=O)OCc1ccccc1 the results were NCI/ADR-RES 14[9.5 µM], OVCAR-3 -24*[9.5 µM], NCI-H460 5.3*[9.5 µM], OVCAR-8 13[9.5 µM], OVCAR-5 42[9.5 µM], NCI-H322M 43[9.5 µM], NCI-H23 35[9.5 µM], NCI-H226 -37*[9.5 µM] and NCI-H522 -45*[9.5 µM].

Screens as filed in PubChem BioAssay.

The list is partial; count on the stated rates, not on these rows.
